Assay outcomes from PubChem.
COUP-TFII inh = blocks human COUP-TFII nuclear receptor; P24468; HEK293T NGFI-A luciferase reporter, luminescence; inhibition, % at 8.6 µM; actives 0.7% (n = 370,000); AID 686940;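 active = inhibition above a per-plate cutoff, mean inhibition of test wells between control levels plus 3 SD, cut at about 38% in these data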;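 also: cells cotransfected with COUP-TFII expression vector driving the NGFI-A reporter; 0% = median of COUP-TF2 test wells and 100% = reporter-only cells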
NCOA1 inh = inhibitors of human steroid receptor coactivator 1 (SRC1). inhibition, % at 3.6 µM. actives 0.12% (n = 360,000). AID 588354. HEK293 GAL4-SRC1 luciferase reporter, luminescence. Q15788;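 active = inhibition above the campaign mean plus 3 SD, with each screening campaign given its own cutoff, cut at about 60% in these data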;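 also: 0% = DMSO treated cells and 100% = gossypol at 36 µM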
Target sequence (Q15788 whole entry, looked up, the tested form may be a part): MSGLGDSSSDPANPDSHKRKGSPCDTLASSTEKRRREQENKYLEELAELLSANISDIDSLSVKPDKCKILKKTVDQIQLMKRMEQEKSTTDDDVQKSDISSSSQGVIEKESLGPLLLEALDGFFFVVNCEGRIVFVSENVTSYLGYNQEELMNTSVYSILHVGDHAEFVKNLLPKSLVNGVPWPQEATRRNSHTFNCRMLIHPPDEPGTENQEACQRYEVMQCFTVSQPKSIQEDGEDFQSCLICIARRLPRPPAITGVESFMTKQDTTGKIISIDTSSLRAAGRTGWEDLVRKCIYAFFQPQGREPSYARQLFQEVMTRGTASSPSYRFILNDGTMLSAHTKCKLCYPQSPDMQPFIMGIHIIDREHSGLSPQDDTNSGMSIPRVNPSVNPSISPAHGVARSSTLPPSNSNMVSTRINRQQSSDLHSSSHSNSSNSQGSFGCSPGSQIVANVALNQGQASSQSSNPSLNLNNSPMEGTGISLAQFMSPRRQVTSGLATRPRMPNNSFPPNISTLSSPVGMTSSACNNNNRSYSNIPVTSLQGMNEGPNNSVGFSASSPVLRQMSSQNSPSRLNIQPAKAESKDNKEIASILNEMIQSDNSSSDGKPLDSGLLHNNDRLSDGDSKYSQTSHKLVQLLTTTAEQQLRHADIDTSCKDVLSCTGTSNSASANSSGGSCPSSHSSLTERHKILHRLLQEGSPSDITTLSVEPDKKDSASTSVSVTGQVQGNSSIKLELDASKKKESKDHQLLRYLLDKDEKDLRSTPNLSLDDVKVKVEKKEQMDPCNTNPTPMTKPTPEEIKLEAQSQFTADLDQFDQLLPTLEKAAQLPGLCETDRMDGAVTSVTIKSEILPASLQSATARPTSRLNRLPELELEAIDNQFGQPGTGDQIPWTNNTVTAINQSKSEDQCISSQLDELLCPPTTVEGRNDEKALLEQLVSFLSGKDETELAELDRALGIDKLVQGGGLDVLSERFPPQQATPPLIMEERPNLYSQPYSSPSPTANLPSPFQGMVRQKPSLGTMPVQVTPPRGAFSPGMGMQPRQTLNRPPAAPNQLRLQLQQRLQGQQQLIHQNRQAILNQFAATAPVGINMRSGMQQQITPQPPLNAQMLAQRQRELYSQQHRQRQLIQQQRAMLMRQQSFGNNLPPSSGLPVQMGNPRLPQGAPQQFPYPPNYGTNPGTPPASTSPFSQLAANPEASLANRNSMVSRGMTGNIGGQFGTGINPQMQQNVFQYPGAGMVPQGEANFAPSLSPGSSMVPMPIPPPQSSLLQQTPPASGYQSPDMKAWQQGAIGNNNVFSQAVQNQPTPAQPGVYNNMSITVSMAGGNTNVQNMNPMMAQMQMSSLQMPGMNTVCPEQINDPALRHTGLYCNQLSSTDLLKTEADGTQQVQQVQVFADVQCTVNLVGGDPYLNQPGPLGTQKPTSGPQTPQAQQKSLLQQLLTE
TLR9-MyD88 block = TLR9-MyD88 interaction inhibition. Q9NR96+Q99836. CHO BLA complementation TLR9-MyD88, CCF4 FRET ratio. inhibition, % at 4.98 µM. actives 0.21% (n = 340,000);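 active = inhibition above the mean over all tested compounds plus 3 SD, cut at about 21% in these data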;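 also: 0% = DMSO only wells and 100% = clavulanate BLA inhibitor control wells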
LRH-1 inv ag = suppresses constitutive activity of human LRH-1 | HEK293T StAR-luciferase reporter, LRH-1 transfected, 24 h | inhibition, % at 3.6 µM | actives 0.13% (n = 360,000) | AID 602396;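 active = inhibition above the mean inhibition of all tested compounds plus 3 SD, cut at about 73% in these data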;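 also: 0% = DMSO wells and 100% = reporter-only cells lacking LRH-1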
TWEAK Fn14 block = inhibitors of TWEAK-Fn14 interaction signaling. TWEAK-stimulated Fn14 reporter cells, luciferase luminescence, 8 h. inhibition, % at 10 µM. actives 2% (n = 360,000); in the data active = inhibition above about 50%
SRC2 inh = inhibits human steroid receptor coactivator 2; HEK293 GAL4-SRC2 luciferase reporter, luminescence; actives 0.17% (n = 370,000); Q15596; inhibition, % at 9 µM;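 active = inhibition above the mean inhibition of all tested compounds plus 3 SD, set per campaign, cut at about 52% in these data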;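 also: 0% = DMSO treated cells and 100% = cells given Gossypol at 36 µM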
TROY signal inh = TROY signaling inhibition. Q293 LMP1-TROYcd NF-kB luciferase reporter, 4 h. inhibition, % at 10 µM. actives 0.98% (n = 360,000);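 active = compounds whose plate-normalised and pattern-corrected inhibition of the luciferase reporter signal at the single screening dose is 50% or more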
NOD2 RIPK2 PPI = inhibitors of human NOD2-RIPK2 interaction; actives 0.38% (n = 360,000); AID 624267; CHO BLA complementation NOD2-RIPK2, CCF4 ratio; inhibition, % at 4.98 µM; O43353; in the data active = inhibition above about 21%;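 also: 0% = vehicle only and 100% = reference blocker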
ABHD5 PLIN5 PPI = ABHD5-PLIN5 protein interaction inhibition | Split G. princeps luciferase complementation, luminescence, 4 h | Q00G26+Q8WTS1 | inhibition, % at 4 µM | AID 602281 | actives 0.78% (n = 360,000);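 active = inhibition above the mean inhibition across every tested compound plus 3 SD, cut at about 22% in these data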;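 also: 0% = DMSO only wells and the 100% control is not disclosed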
SRC3 inh = inhibits human SRC3 coactivator; Q9Y6Q9; HEK293 GAL4-SRC3 luciferase reporter, luminescence; inhibition, % at 3.6 µM; actives 0.17% (n = 360,000); AID 588352;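 active = inhibition above a per-campaign cutoff, the mean of all compounds plus 3 SD, cut at about 60% in these data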;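 also: 0% = DMSO-treated cells and 100% = gossypol-treated cells at 36 µM; higher means less SRC3-driven luciferase light from the GAL4 reporter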
Exocytosis inh = blocks lytic granule exocytosis; TALL-104 LAMP-1 surface exposure, flow cytometry; cells stimulated with thapsigargin and PMA; inhibition, % at 10 µM; actives 0.66% (n = 360,000);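 active = inhibition above about 55%, limit read from the data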
* hit, by the source's call; nt = no result given. An excerpt. The share of hits here may be higher or lower than overall.

# | molecule | ABHD5 PLIN5 PPI | SRC3 inh | TROY signal inh | Exocytosis inh | TWEAK Fn14 block | TLR9-MyD88 block | COUP-TFII inh | LRH-1 inv ag | NCOA1 inh | NOD2 RIPK2 PPI | SRC2 inh
1 | CCCCS(=O)(=O)Nc1ccc2cn[nH]c2c1 | -3 | 15 | -10 | -2 | 15 | 15 | -1 | 19 | -1 | 4 | 3
2 | Cc1ccc(S(=O)(=O)N2CC3=C(C2)C2CC2(C)C3)cc1 (stereo not given) | -4 | nt | -17 | 2 | -3 | nt | 17 | -16 | nt | -13 | 24
3 | OCCNc1nc(-c2ccccc2)c2cc(Cl)ccc2n1 | 0 | 5 | 2 | -2 | 33 | 14 | -5 | 1 | -3 | -1 | 5
4 | COc1cccc(CNC(=O)C(=O)NCC2CCCN2S(=O)(=O)c2cc(C)ccc2C)c1 (stereo not given) | -1 | 9 | -2 | -4 | 0 | 6 | 24 | 7 | 2 | 1 | 11
5 | COc1ccc(S(=O)(=O)N2CCC(C(=O)NN3CCCCC3)CC2)cc1OC | -1 | -15 | 5 | 2 | 0 | 1 | -1 | 2 | -21 | -3 | 14
6 | CN(c1ccccc1C(=O)N1CCOCC1)S(C)(=O)=O | 12 | 14 | -7 | 0 | -5 | 11 | 1 | 15 | -9 | 1 | -23
7 | COC(=O)c1ccc(NC(=O)C2CCCO2)cc1 (stereo not given) | -3 | -11 | -19 | -3 | -9 | -8 | -20 | -21 | -9 | -15 | -8
8 | CCN1CCN(C(=S)c2ccc([N+](=O)[O-])cc2)CC1 | -14 | 16 | -1 | 1 | -1 | 6 | -4 | 6 | -2 | -6 | -49
9 | C[C@@H]1CN([C@H](C)CO)C(=O)c2cc(Br)cnc2O[C@@H]1CN(C)Cc1ccc(F)cc1 | 18 | 9 | -15 | -4 | 14 | -2 | -11 | 0 | 7 | 2 | 8
10 | Cc1ccccc1OCC(=O)Nc1ccc(N2CCN(C(=O)c3ccco3)CC2)cc1 | 1 | -3 | 39 | -7 | 3 | -5 | 11 | 9 | -3 | -4 | 7
11 | CN(C)C(=O)N1CCN(C(=O)N2CCOCC2)CC1 | 7 | 4 | -10 | -1 | -1 | 0 | -16 | 4 | -12 | 4 | -12
12 | CCOC(=O)C1CCN(C(=O)/C=C/c2ccccc2OC)CC1 | 3 | 21 | -9 | -3 | 59* | 1 | 4 | 1 | -10 | 10 | 9
13 | Cc1ccc(C)c(COC(=O)c2cccc(S(=O)(=O)N3CCCC3)c2)c1 | 11 | -2 | -14 | 2 | -29 | -7 | 14 | 2 | 2 | -2 | -54
14 | O=C1CCCC2=C1C(c1ccncc1)c1c(nc(SCc3ccccc3)[nH]c1=O)N2 (stereo not given) | 5 | 12 | 14 | -1 | -7 | 4 | -1 | 15 | 6 | -4 | 22
15 | CC(=O)Nc1ccc(N=NC2C(=O)N(C(N)=S)N=C2C)cc1 (stereo not given) | 6 | -38 | 3 | -10 | -10 | -6 | -24 | -25 | -13 | -11 | 2
16 | Cc1ccc(/C=C(\CCC(=O)O)c2nc3ccccc3s2)cc1[N+](=O)[O-] | -11 | 6 | 33 | -7 | -15 | -5 | 20 | 1 | 6 | -12 | 10
17 | Oc1c(Br)cc(Cl)cc1C=Nc1ccccc1Br | 0 | 12 | 0 | 43 | 29 | 1 | 5 | 8 | -35 | -1 | -17
18 | CCCCC1=CC2=CC(=O)C(C)(OC(=O)CC)C(=O)C2=CN1c1cccc(C#N)c1 (stereo not given) | -2 | -4 | 12 | -16 | 8 | 5 | 3 | -8 | -16 | 1 | -2
19 | CCN(C(=O)CSc1ncn[nH]1)c1cccc2ccccc12 | 1 | -11 | 11 | -1 | -6 | -9 | -3 | -5 | -32 | -1 | -29
20 | COc1cccc(NC(=O)C2C3C=CC(O3)C2C(=O)NCc2cccnc2)c1 (stereo not given) | 1 | 1 | -14 | 0 | -1 | -6 | -11 | -6 | 3 | -6 | -9

Random excerpt: 6 entries already listed, in no set order.
# | molecule | ABHD5 PLIN5 PPI | SRC3 inh | TROY signal inh | Exocytosis inh | TWEAK Fn14 block | TLR9-MyD88 block | COUP-TFII inh | LRH-1 inv ag | NCOA1 inh | NOD2 RIPK2 PPI | SRC2 inh
15 | CC(=O)Nc1ccc(N=NC2C(=O)N(C(N)=S)N=C2C)cc1 (stereo not given) | 6 | -38 | 3 | -10 | -10 | -6 | -24 | -25 | -13 | -11 | 2
12 | CCOC(=O)C1CCN(C(=O)/C=C/c2ccccc2OC)CC1 | 3 | 21 | -9 | -3 | 59* | 1 | 4 | 1 | -10 | 10 | 9
5 | COc1ccc(S(=O)(=O)N2CCC(C(=O)NN3CCCCC3)CC2)cc1OC | -1 | -15 | 5 | 2 | 0 | 1 | -1 | 2 | -21 | -3 | 14
1 | CCCCS(=O)(=O)Nc1ccc2cn[nH]c2c1 | -3 | 15 | -10 | -2 | 15 | 15 | -1 | 19 | -1 | 4 | 3
11 | CN(C)C(=O)N1CCN(C(=O)N2CCOCC2)CC1 | 7 | 4 | -10 | -1 | -1 | 0 | -16 | 4 | -12 | 4 | -12
2 | Cc1ccc(S(=O)(=O)N2CC3=C(C2)C2CC2(C)C3)cc1 (stereo not given) | -4 | nt | -17 | 2 | -3 | nt | 17 | -16 | nt | -13 | 24
